High-throughput results from PubChem.
SIRT5 inh = SIRT5 desuccinylase inhibitors, primary screen, biochemical, fluorescence imaging, single point, set 5 | inhibition, % at 15 µM | AID 652115, 2013 | NAD-dependent protein deacylase sirtuin-5, mitochondrial (Homo sapiens), Q9NXA8 | Purified SirT5, succinyl-peptide AMC, trypsin-coupled fluorescence | hit rate 1.1% among 330,000; in the data active = inhibition above about 15%
Target sequence (Q9NXA8 whole entry, looked up): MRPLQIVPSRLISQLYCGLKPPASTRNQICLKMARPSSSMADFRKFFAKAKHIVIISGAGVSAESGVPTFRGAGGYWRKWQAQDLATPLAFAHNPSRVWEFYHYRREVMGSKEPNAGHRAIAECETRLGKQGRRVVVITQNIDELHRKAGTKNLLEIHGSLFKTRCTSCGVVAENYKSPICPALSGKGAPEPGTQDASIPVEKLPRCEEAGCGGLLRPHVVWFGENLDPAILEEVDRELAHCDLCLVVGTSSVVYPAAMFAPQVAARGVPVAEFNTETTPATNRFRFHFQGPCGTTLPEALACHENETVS
E-sel inducer = E-selectin induction in HUVECs, primary screen, imaging, HUVEC, immunofluorescence imaging, single point | P16581 | normalized: neutral wells 0, TNF-alpha wells 100 | activation, % at 7.58 µM | hit rate 0.37% among 260,000;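 active = mean E-selectin-positive cell signal at least 10% of the positive control, reached in at least 60% of replicates, without over 20% cell loss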;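 also: in these data hits start at about 27%; measured in HUVEC primary endothelial cells; signal is the percent of cells scored E-selectin positive by PE staining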
Target sequence (P16581 whole entry, looked up): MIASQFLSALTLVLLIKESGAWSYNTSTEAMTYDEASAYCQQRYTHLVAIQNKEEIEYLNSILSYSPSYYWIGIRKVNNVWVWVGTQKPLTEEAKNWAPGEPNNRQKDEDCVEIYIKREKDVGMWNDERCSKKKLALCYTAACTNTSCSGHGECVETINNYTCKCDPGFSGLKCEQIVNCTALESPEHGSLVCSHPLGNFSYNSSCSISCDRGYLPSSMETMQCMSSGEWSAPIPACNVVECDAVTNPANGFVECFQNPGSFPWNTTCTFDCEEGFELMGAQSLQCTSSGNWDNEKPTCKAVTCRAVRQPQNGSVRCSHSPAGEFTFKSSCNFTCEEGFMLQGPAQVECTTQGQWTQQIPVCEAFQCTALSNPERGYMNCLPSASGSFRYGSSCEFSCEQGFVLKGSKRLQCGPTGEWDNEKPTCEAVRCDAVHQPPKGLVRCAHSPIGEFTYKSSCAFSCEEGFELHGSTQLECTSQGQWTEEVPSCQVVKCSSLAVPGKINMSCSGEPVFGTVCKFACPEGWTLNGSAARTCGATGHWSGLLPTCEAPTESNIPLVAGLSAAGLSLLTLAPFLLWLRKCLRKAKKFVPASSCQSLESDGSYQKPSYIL
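Read-out basis: % PE-positive cells; Test system: HUVEC primary endothelial cells; Technique: immunofluorescence imaging; Dosing: single-point compound dose.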
ERp5 block = inhibitors of ERp5-driven insulin aggregation, primary screen, biochemical, turbidity, absorbance 650 nm, single point; Protein disulfide-isomerase A6 (Homo sapiens), Q15084; 90 min; inhibition, % at 9.99 µM; hit rate 0.05% among 350,000;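 active = mean replicate inhibition above about 25%, with every replicate also reaching it, limit read from the data, passing the limit was not always enough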
C2C12 statin = suppressors of statin myotoxicity in C2C12 myotubes, primary screen, cell-based, single point, plate reader. C2C12 myotubes + simvastatin, ATP luminescence, 48 h; scaled: DMSO 0, geranylgeraniol control 100. rescue of ATP level, % at 7.49 µM. hit rate 0.78% among 330,000;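 active = mean ATP rescue above about 67%, or every replicate alone reaching that limit, limit read from the data, passing the limit was not always enough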;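 also: myotubes were challenged with 10 µM simvastatin during compound exposure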
S100A4 MyoIIA = inhibitors of S100A4-myosin IIA peptide binding, primary screen, biochemical, fluorescence polarization, TAMRA-MyoIIA peptide; inhibition, % at 10.7 µM; hit rate 0.14% among 360,000; AID 652163, 2013;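 active = mean inhibition of at least 70% across replicates, with every replicate also reaching that level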
Target sequence (P26447 whole entry, looked up): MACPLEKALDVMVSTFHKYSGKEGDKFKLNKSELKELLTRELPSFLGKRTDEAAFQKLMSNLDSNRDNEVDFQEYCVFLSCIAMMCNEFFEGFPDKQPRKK
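Test system – S100A4 monomer (human) · Compound – single-point compound testing · Schedule – 5 min incubation before reading · Probe or stimulus – TAMRA-labelled myosin IIA heavy-chain peptide probe, 5 nM · Benchmarks – neutral control DMSO, positive control TFP · Medium – Calcium-containing HEPES buffer, pH 7.2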
DENV2 CPE = inhibitors of DENV2 cytopathic effect, primary screen, cell-based, plate reader, single concentration | DENV2-infected cells, cytopathic effect rescue | CPE inhibition, % at 9.99 µM | hit rate 1.7% among 350,000; in the data active = CPE inhibition above about 20%, passing the limit was not always enough; tested in BHK-21 cells;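 also: 0% = median of neutral control wells and 100% = median of positive control wells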
PglD inh = C. jejuni PglD acetyltransferase inhibitors, primary screen, biochemical, DTNB colorimetric, single point. UDP-N-acetylbacillosamine N-acetyltransferase PglD (Campylobacter jejuni). purified PglD enzyme, DTNB colorimetric CoA detection. inhibition, % at 12.5 µM. hit rate 0.098% among 360,000; in the data active = inhibition above about 16%, passing the limit was not always enough; also: strong numbers were not always called active
An asterisk follows results filed as active; . = not tested or not shown; & = joins results of further samples.

molecule	SIRT5 inh	E-sel inducer	ERp5 block	C2C12 statin	S100A4 MyoIIA	DENV2 CPE	PglD inh
O=C([C@H]1[C@H](CO)[C@H]2Cn3c(cccc3=O)[C@H]2N1Cc1ccccc1)N1CCCCC1	-6	-0.3	2	-12	-10	5	-2
COc1cc(C(=O)NNC(=O)Nc2ccc([N+](=O)[O-])cc2)cc(OC)c1OC	1	.	8	-4	7	5	0
Cc1ccc(S(=O)(=O)N(CC(=O)NCc2ccncc2)Cc2ccc(F)cc2)cc1	-1	-0.2	0	-1	-3	2	-4
CCC(Cc1ccccc1)NS(=O)(=O)c1c(C)nc2sccn2c1=O (configuration not stated)	-1	.	1	2	-1	3	-8
COc1ccc(NC(=O)N(C)C[C@@H]2Oc3ccc(NC(=O)C4CC4)cc3C(=O)N([C@@H](C)CO)C[C@H]2C)cc1	6	0.8	2	10	0	-13	0
O=C(CCc1nnc(C2CCCCC2)o1)N1CCN(C2CCCCC2)CC1	0	.	7	.	-5	4	.
Cc1ccc(OCC(=O)OCC(=O)Nc2ccc3c(c2)OCO3)cc1C	-1	.	6	4	1	7	3
Cc1nc2cc(NCc3ccccc3O)ccc2n1Cc1ccccc1	1	2.6	1	.	-4	12	.
O=C(COC(=O)/C=C/c1ccccc1[N+](=O)[O-])NCC(F)(F)F	-4	0.8	0	-1	-6	1	9
O=C(COC(=O)Cc1ccc([N+](=O)[O-])cc1)NCc1ccc2c(c1)OCO2	0	1.1	3	-1	-1	6	-1
Cc1noc(C)c1NC(=O)N(C)C[C@@H]1Oc2ccc(NC(=O)NC3CCCCC3)cc2C(=O)N([C@@H](C)CO)C[C@@H]1C	0	0.0	-3	27	1	34*	1
O=C(COC(=O)c1cc(=O)[nH]c2ccccc12)c1cccs1	-2	11	3	.	-4	-1	.
C[C@@H]1CN([C@H](C)CO)S(=O)(=O)c2ccc(-c3ccc(C#N)cc3)cc2O[C@H]1CN(C)C(=O)C1CC1	-5	.	0	.	21	11	-1
COCCCNC(=O)C(=O)NCC(c1ccco1)N1CCN(c2ccc(OC)cc2)CC1 (configuration not stated)	-2	.	-2	-3	-1	-4	5
C[C@@H]1CN([C@@H](C)CO)C(=O)c2cc(NC(=O)CCC(F)(F)F)ccc2O[C@@H]1CN(C)S(=O)(=O)c1cccs1	7	-0.1	1	-26	3	3	-3
CN(CCc1ccccn1)C(=O)CCC1CCCN(C(=O)CN2CCCCCC2)C1 (configuration not stated)	-3	.	-8	-5	-21	-3	4

Random excerpt: 2 compounds from above, in no set order.
molecule	SIRT5 inh	E-sel inducer	ERp5 block	C2C12 statin	S100A4 MyoIIA	DENV2 CPE	PglD inh
O=C(COC(=O)c1cc(=O)[nH]c2ccccc12)c1cccs1	-2	11	3	.	-4	-1	.
C[C@@H]1CN([C@@H](C)CO)C(=O)c2cc(NC(=O)CCC(F)(F)F)ccc2O[C@@H]1CN(C)S(=O)(=O)c1cccs1	7	-0.1	1	-26	3	3	-3

Other records follow.
molecule	SIRT5 inh	E-sel inducer	ERp5 block	C2C12 statin	S100A4 MyoIIA	DENV2 CPE	PglD inh
COc1ccc(NC(=O)C2CCCN(C(=O)c3ccc(Cl)cc3)C2)cc1S(=O)(=O)N(C)C (configuration not stated)	2	0.5	-5	5	-2	14	-1
Cc1cccnc1NC(=O)Nc1ccc(Cl)cc1	-5	.	2	2	-9	1	-1
COc1cccc(NC(=O)CN(C)C(=O)c2cccnc2Sc2ccc(C)c(C)c2)c1	-2	.	-1	5	-6	-2	.
O=C(C[C@H]1CC[C@H]2[C@@H](COC[C@H](O)CN2C(=O)Nc2ccc(Cl)cc2)O1)NCC1CCCCC1	1	-0.3	-1	0	15	-6	-2
Cc1ccc2c(c1)N(Cc1ccccn1)C(=O)C(C)O2 (configuration not stated)	0	.	-1	14	-1	.	-1
CC1(C)Cc2cccc(Oc3cc(NN4CCCCC4)c([N+](=O)[O-])cc3[N+](=O)[O-])c2O1	.	-0.1	8	-21	0	-6	-4
Fc1cccc(CN2CCN(Cc3nc(CCc4ccccc4)no3)CC2)c1	-2	.	-4	-3	-3	1	.
CC1CCC(NC(=O)c2ccc3c(c2)S(=O)(=O)c2ccccc2C3=O)CC1 (configuration not stated)	.	1.6	.	-14	.	.	-2
COC(=O)CCCC(=O)NCC1(N(C)Cc2ccccc2)Cc2ccccc2C1	-1	0.1	-3	9	1	1	4
C[C@@H]1CN([C@H](C)CO)C(=O)c2cc(NC(=O)Cc3ccccc3)ccc2O[C@@H](C)CCCCO[C@H]1CN(C)Cc1ccncc1	1	0.3	-1	10	-2	-2	-4
CS(=O)(=O)Nc1ccc2c(c1)[C@@H]1C[C@H](CC(=O)NCc3cccc(F)c3)O[C@H](CO)[C@@H]1O2	-5	0.2	3	0	4	-5	-4
COc1ccc(NC(=O)c2nc[nH]c2C(=O)N(C)CCO)cc1	.	0.4	3	-7	-1	-4	-7
COc1ccc(NC(=O)Nc2ccc3c(c2)C(=O)N([C@H](C)CO)C[C@@H](C)[C@@H](CN(C)S(C)(=O)=O)O3)cc1	2	-0.1	-3	3	5	-1	0
C=CCn1cc(/C=N/NC(=O)COc2cccc3cccnc23)c2ccccc21	-12	-0.1	5	.	-6	-2	.
COCC(=O)Nc1ccc2c(c1)[C@@H]1C[C@H](CC(=O)NCCc3ccccc3)O[C@H](CO)[C@@H]1O2	0	-0.3	-9	-1	21	3	4
C[C@H]1CN([C@@H](C)CO)C(=O)c2cc(NS(=O)(=O)c3ccccc3)ccc2O[C@@H]1CN(C)CC1CC1	-3	.	4	-4	16	6	-3
CCOC(=O)c1c(NC(=O)c2ccc(S(=O)(=O)N3CCOCC3)cc2)sc2c1CCN(C(C)C)C2	5	.	2	20	-6	-5	4
Cc1ccc2c(c1)C(=O)C(=O)N2CC(=O)Nc1ccc(N2CCOCC2)cc1	-1	.	1	3	-3	1	-6
Cc1ccc(CN2CCN(/N=C/C=C/c3ccccc3[N+](=O)[O-])CC2)cc1	.	.	3	8	-7	3	-2
CC1CCN(C(=O)CSc2nnc(CNC(=O)c3ccc(S(=O)(=O)N(C)C)cc3)o2)CC1	1	-0.3	4	2	-6	-9	1
Cc1cc(C)c(C(N)=O)c(Nc2cccc(Cl)c2)n1	0	.	2	14	-2	.	-3
O=C(C[C@H]1C[C@@H]2c3cc(NC(=O)C4CCOCC4)ccc3O[C@@H]2[C@@H](CO)O1)NCC1CC1	10	0.0	2	2	-2	15	3
O=C(Nc1ccccc1F)N1CC2(C1)[C@H](c1ccccc1)[C@H](CO)N2C(=O)CC1CC1	1	0.2	-1	.	-9	-4	.
COc1ccccc1NC(=O)c1c(NC(=O)CCC(=O)O)sc2c1CCCCC2	-1	0.0	2	2	-7	-1	2
O=C(NCc1ccc(F)cc1)N1CCc2ccccc2C1	4	.	1	8	-4	12	-7
Cc1ccc(S(=O)(=O)N2CCOCC2)cc1NC(=O)Cn1nc(C)c([N+](=O)[O-])c1C	-8	.	2	.	-6	16	.
CC(C(=O)N(C)C1CCS(=O)(=O)C1)N1C(=O)/C(=C/c2cccs2)SC1=S (configuration not stated)	2	.	-1	0	-3	10	-4
CCOC(=O)C1CCCN(C(=O)c2ccc(C(=O)c3ccccc3)cc2)C1 (configuration not stated)	-2	.	7	-1	1	-3	-8
Cc1ccccc1-c1cnc2c(c1)C(=O)N([C@H](C)CO)C[C@H](C)[C@@H](CN(C)C(=O)c1cccnc1)O2	-3	0.5	1	-1	-1	0	-3
COc1ccc(-c2cc(CN3C(=O)c4ccccc4C3=O)on2)cc1	0	.	2	-12	-1	-1	-5
COC(=O)N1C[C@H](OCc2cn(-c3ccc(OC)cc3)nn2)[C@H]2C[C@@H]1c1ccccc1O2	-4	0.1	-4	.	15	-3	.
COc1ccc(-c2nc(CS(=O)(=O)CC(=O)NCCc3ccccc3)c(C)o2)cc1	2	.	7	0	0	5	-13
CC1(C(=O)Nc2ccccc2)CCN1C(=O)C1(c2ccccc2)CC1 (configuration not stated)	.	-0.1	-2	0	-8	0	-4
COc1ccc2c(c1)[C@H]1[C@H](CO2)[C@H](c2ccccc2)[C@]2(C)C(=O)Nc3cc(F)c(F)cc3C(=O)N12	0	0.1	23	-1	-1	-2	0
COc1cc(NC(=O)c2cccs2)c(OC)cc1NC(=O)CCC(=O)Nc1cccc2ncccc12	-5	1.2	5	.	-3	-4	.
COCC(=O)N1[C@H](C(=O)Nc2ccccc2)[C@@H](CO)[C@@H]2Cn3c(ccc(-c4ccncc4)c3=O)[C@@H]21	-42	-0.3	-4	9	-3	4	1
COC(=O)c1nn(-c2ccc(OC)cc2)c(=O)c2c(N)sc(C)c12	4	.	-1	.	9	0	.
COc1ccc(CCNC(=O)CCc2cn(C)c3ccccc23)c(OC)c1OC	-5	0.0	-1	-17	5	9	-3
CCC1(c2ccccc2)NC(=O)N(CC(=O)Nc2ccc3c(C)cc(=O)oc3c2)C1=O (configuration not stated)	-13	-0.2	1	-30	-4	6	5
O=C(NCC[C@@H]1CC[C@H](NS(=O)(=O)c2cccc(F)c2)[C@H](CO)O1)C1CCC1	1	-0.5	-12	5	1	-4	2

Three of the entries above in order of their number in S100A4 MyoIIA, lowest first.
SMILES	SIRT5 inh	ERp5 block	S100A4 MyoIIA	DENV2 CPE	PglD inh
COCC(=O)N1[C@H](C(=O)Nc2ccccc2)[C@@H](CO)[C@@H]2Cn3c(ccc(-c4ccncc4)c3=O)[C@@H]21	-42	-4	-3	4	1
COc1ccc2c(c1)[C@H]1[C@H](CO2)[C@H](c2ccccc2)[C@]2(C)C(=O)Nc3cc(F)c(F)cc3C(=O)N12	0	23	-1	-2	0
COc1ccc(CCNC(=O)CCc2cn(C)c3ccccc23)c(OC)c1OC	-5	-1	5	9	-3

New compounds follow
molecule	SIRT5 inh	E-sel inducer	ERp5 block	C2C12 statin	S100A4 MyoIIA	DENV2 CPE	PglD inh
C[C@H](CO)N1C[C@H](C)[C@@H](CN(C)S(C)(=O)=O)Oc2ccc(NC(=O)Nc3ccc(C(F)(F)F)cc3)cc2C1=O	-1	0.0	5&-2	21&9	-1&2	-2&13	-8&-1
O=c1[nH]c(Cc2ccccc2)nc2c1oc1ccccc12	.	.	.	6	-2	.	-6
C[C@H](NC(=O)[C@H]1N2C(=O)c3ccccc3C2SC1(C)C)C(=O)NCc1ccncc1 (some centres not stated)	14	0.0	5	.	0	-5	.
COC(=O)CCCC1=CC2=C(c3ccccc3)C(=O)C(C)(OC(=O)C3CCCC3)C(=O)C2=CN1Cc1ccco1 (configuration not stated)	0	1.1	3	3	3	-2	-1
Cc1nc2cc(NC(=O)Nc3cccc4ccccc34)ccc2n1C	-2	.	-3	-22	0	-1	.
CC(C)NC(=O)Nc1ccc2c(c1)C(=O)N([C@H](C)CO)C[C@H](C)[C@H](CN(C)C(=O)NC1CCCCC1)O2	2	0.3	0	-22	-1	1	4
CN1CCN(C(=O)C[C@@H]2C[C@@H]3c4cc(NC(=O)Cc5ccncc5)ccc4O[C@@H]3[C@H](CO)O2)CC1	-4	0.0	-1	0	-12	-6	0
CCN1CCC(CN2CCNC2=S)CC1	-6	1.4	-5	3	-3	6	-2
COc1ccccc1-c1nc(-c2ccccc2)[nH]c(=O)c1C#N	-3	.	3	3	0	.	3
CC(=O)Nc1ccc(S(=O)(=O)NCc2ccc3c(c2)cc(C)n3C)cc1	12	-0.1	2	13	49	0	-3
CN(C)S(=O)(=O)c1cccc(NC(=O)COC(=O)CCC(=O)c2ccc(F)cc2)c1	0	.	3	.	-9	-1	7
O=C(NCCC(=O)N1CCC2(CC1)NCCc1[nH]cnc12)c1cccc(C(F)(F)F)c1	2	.	-6	3	0	0	-5
CCC(Oc1ccc(Cl)cc1)C(=O)N1CC(=O)Nc2ccccc21 (configuration not stated)	-1	-0.1	4	7	-4	2	-3
Cc1cc(C)c(C)c(S(=O)(=O)NCCN2CCOCC2)c1C	3	0.2	0	2	-3	8	-3

Some of the compounds tested; the hit share may differ from the screen's.
